GALK inh: qHTS Assay for Inhibitors of Human Galactokinase (GALK): NCGC Sytravon Library Screen. recombinant GALK, Kinase-Glo ATP luminescence, 1 h. P51570. 44,000 tested, under 10 active. Potency, µM (highest dose often 57.5 µM), inactives show at the highest dose activity, negative = inhibition, actives largely listed as inhibitors;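 further: plate controls were full GALK reaction for no effect and reaction lacking GALK for full effect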
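5 nM GALK; 35 uM ATP; 100 uM D-galactose; 20 mM HEPES pH 8.0, 5 mM MgCl2, 60 mM NaCl, 1 mM DTT, 0.01% BSA; 1 h RT; Kinase-Glo Plus luminescence.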
p53null 39C tox: qHTS Screen for Compounds that Selectively Target Cancer Cells with p53 Mutations: Cytotoxicity of p53 Null Cells at the Nonpermissive Temperature; H1299 p53-null (neo) cells, 39C, ATPlite viability, 24 h; Potency, µM (top dose mostly 46.1 µM), inactives show at the top dose activity, negative = cell killing, usual class: cytotoxic; 0.97% of 55,000 active;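 further: potency means the concentration at half of the fitted maximal effect; 0% = DMSO only and -100% = full killing by 100 µM tamoxifen; nearly all actives have a fitted effect of over 50% in size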
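ATP-luminescence viability readout (ATPlite, 20 min RT) after 24 hr compound treatment at 39C of H1299-neo or H1299-p53A138V cells; titration up to 46 uM; normalized to DMSO and 100 uM tamoxifen; Hill-fit AC50.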
TSG101-PTAP inh: qHTS Validation Assay for Inhibitors of HIV-1 Budding by Blocking the Interaction of PTAP/TSG101: Sytravon Library Screen; Tumor susceptibility gene 101 protein (Homo sapiens), Q99816; Fluorescence polarization, FITC-PTAP peptide/Tsg101, 20 min; Potency, µM (doses to about 115 µM), for the others: at the highest dose activity change, negative = inhibition, usual class: inhibitors; 44,000 tested, under 10 active; further: potency means the concentration at half of the fitted maximal effect; 0% is about no effect
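FITC-labeled PTAP peptide (50 nM final) binding to Tsg101 binding domain (10 uM final) read by fluorescence polarization after 20 min at r.t. in HEPES pH 7.5 buffer. Actives by CRC class, <25 µM.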
p53null 32C kill: qHTS Screen for Compounds that Selectively Target Cancer Cells with p53 Mutations: Cytotoxicity of p53 Null Cells at the Permissive Temperature; H1299-neo p53 null cells, ATP luminescence, 24 h, 32C; Potency, µM (highest dose often 46.1 µM), for inactives: top-dose activity change, negative = cytotoxicity, most hits filed as cytotoxic; 0.62% of 55,000 active; AID 903, 2007;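 further: potency means the concentration at half of the fitted maximal effect; 0% = DMSO only and -100% = full killing by 100 µM tamoxifen; nearly all actives have a fitted effect of over 55% in size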
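We seeded p53-null H1299-neo cells, incubated them overnight at 37C, and added compounds across a range up to 46 uM. After 24 hours at 32C, ATP reagent was applied for 20 min at room temperature and luminescence recorded.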
NTMT1 inh: Primary qHTS for Inhibitors of N-terminal methyltransferase 1 (NTMT1): MTaseGlo Assay; N-terminal Xaa-Pro-Lys N-methyltransferase 1 (Homo sapiens), Q9BV86; NTMT1 MTase-Glo SAH luminescence, purified enzyme; Potency, µM (top dose mostly 114 µM), inactives show at the highest dose activity change, negative = inhibition, usual class: inhibitors; 2.5% of 59,000 active;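 further: potency means the concentration at half of the fitted maximal effect; plate controls were DMSO vehicle for no effect and no enzyme for full effect; nearly all actives have a fitted effect of over 65% in size; many of its hits are not listed in these tables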
Target sequence (Q9BV86 whole entry, looked up): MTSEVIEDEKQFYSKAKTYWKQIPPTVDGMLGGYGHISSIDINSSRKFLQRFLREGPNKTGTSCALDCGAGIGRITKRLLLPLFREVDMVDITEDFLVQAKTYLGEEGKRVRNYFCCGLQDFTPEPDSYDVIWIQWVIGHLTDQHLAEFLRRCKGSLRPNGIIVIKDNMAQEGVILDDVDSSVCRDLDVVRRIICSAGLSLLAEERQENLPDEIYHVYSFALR
FH mod: Identification of activators of human fumarate hydratase by quantitative high-throughput screening; FH coupled MDH/diaphorase resazurin fluorescence, 15 min; 0.22% of 54,000 active; AID 1347055, 2019; Potency, µM (highest dose often 79.9 µM), without a hit: at the top dose activity change, negative = inhibition, usual class: inhibitors; further: potency means the concentration at half of the fitted maximal effect; on the % scale 0 is the no-effect control and ±100 the full control effect; the screen sought activators but most active calls are inhibition curves; nearly all actives have a fitted effect of over 45% in size
Target sequence (P07954 whole entry, looked up): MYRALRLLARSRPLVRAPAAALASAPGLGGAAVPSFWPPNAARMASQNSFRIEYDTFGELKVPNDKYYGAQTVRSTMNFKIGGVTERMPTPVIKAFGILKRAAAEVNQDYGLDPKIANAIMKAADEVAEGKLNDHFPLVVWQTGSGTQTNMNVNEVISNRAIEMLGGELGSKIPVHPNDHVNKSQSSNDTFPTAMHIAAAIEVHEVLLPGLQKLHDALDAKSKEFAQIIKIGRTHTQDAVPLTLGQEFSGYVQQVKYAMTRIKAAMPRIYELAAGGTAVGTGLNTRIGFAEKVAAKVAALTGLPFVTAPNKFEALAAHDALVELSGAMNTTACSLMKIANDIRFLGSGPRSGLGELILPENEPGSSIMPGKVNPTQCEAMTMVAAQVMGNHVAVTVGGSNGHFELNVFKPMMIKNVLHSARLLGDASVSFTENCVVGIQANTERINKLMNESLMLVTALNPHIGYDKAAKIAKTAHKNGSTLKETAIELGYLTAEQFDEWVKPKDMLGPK
B2AR arrestin ag: qHTS assay of beta-arrestin-biased ligands of beta2-adrenergic receptor: NCGC Sytravon Library Screen | Beta-2 adrenergic receptor (Homo sapiens), P07550 | 44,000 tested, under 10 active | HTLA Tango cells, beta-arrestin recruitment, luciferase luminescence, 18 h | Potency, µM (titrated, usually from 46.1 µM), without a hit: at the highest dose activation, actives largely listed as activators;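 further: potency means the concentration at half of the fitted maximal effect; 0% = DMSO and full agonism = EC100 isoproterenol or metaproterenol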
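Luminescence read-out: arrestin recruitment to recombinant beta2-AR releases tTA, inducing luciferase. Cells exposed 18 hr at 37 degrees C to up to 46 microM compound; %Activity from corrected signal, concentration-response curves classified by r2, magnitude and efficacy.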
Starred values were filed as active, the others as inactive; ? = inconclusive; nt = not tested or not shown; [ ] = dose if it differs, or a comment. The call rests on the fitted dose curve; in most records, active means well fitted curve in the direction sought with a large enough effect; inconclusive means small, poorly fitted or top-dose-only effect, or another doubt; inactive means no such curve, though single readings can be large; an effect the other way counts as inactive or inconclusive. Not all compounds are listed; the hit share may differ from the screen's.

# | mol | p53null 32C kill | NTMT1 inh | GALK inh | FH mod | TSG101-PTAP inh | B2AR arrestin ag | p53null 39C tox
1 | CCCNS(=O)(=O)c1ccc2nc(NC(=O)c3ccc(F)cc3)sc2c1 | -10% | 8.9µM* | -1% | 5% | -8% | 0% | -8%
2 | CCC(=O)N1CCc2cc(Br)cc(S(=O)(=O)CCC(=O)Nc3ccc(C)c(F)c3)c21 | 4% | 10% | 0% | 7% | -3% | 0% | -5%
3 | CC(=O)c1cccc(NC(=O)C2=CC(c3ccc4c(c3)OCO4)=NS(=O)(=O)N2C)c1 | -20% | 4% | 0% | ? | 1% | -3% | -3%
4 | COc1ccc(NC(=O)Cn2nnc(C(=O)NCc3ccco3)c2N)c(OC)c1 | 27% | 19% | 0% | -3% | -9% | 1% | -1%
5 | COc1ccc(-c2cc(C(F)(F)F)nc(SCC(=O)N3CCCCC3C)n2)cc1OC (configuration not stated) | -14% | -6% | 5% | -8% | -3% | 0% | -27%
6 | COc1ccc(-n2nc3c(c2NC(=O)C(=O)N2CCN(C)CC2)CSC3)cc1 | 5% | ? | -8% | 23% | -2% | -2% | 1%
7 | COc1ccc(N2Cc3cccc(C(=O)Nc4cccc(F)c4)c3C2=O)cc1 | -6% | ? | -1% | 0% | -2% | 0% | -11%
8 | CCc1ccccc1NC(=O)CCCn1c(=O)c2cccn2c2ccccc21 | 11% | -15% | 4% | -31% | -1% | 0% | 17%
9 | CCOC(=O)c1sc2ccccc2c1S(=O)(=O)Nc1c(C)cccc1C | 8% | 0% | 4% | -15% | 1% | 0% | 19%
10 | COc1ccc(OCC(=O)NCc2ccc3c(c2)CCN3C(=O)c2cccc(C)c2)cc1 | -19% | 1% | 3% | -11% | -1% | -2% | 16%
11 | CCOc1ccccc1NC(=O)Cn1c(=O)n(Cc2ccco2)c(=O)c2ccc(C(=O)NC3CCCC3)cc21 | -1% | ? | 0% | 1% | -1% | 1% | 4%
12 | Cc1cccc(CNC(=O)c2ccc(Cn3c(SCc4ccccc4)nc4cccnc43)cc2)c1 | -29% | -8% | -4% | -24% | 5% | 3% | -9%
13 | CCCNc1ncnc2c1c(-c1ccccc1)cn2-c1ccc(OCC)cc1 | 25% | 2% | -1% | -45% | -4% | 1% | 12%
14 | COc1ccc(NC(=O)CCS(=O)(=O)c2cccc3nonc23)cc1Cl | 1% | 22% | -2% | -11% | -1% | 0% | -1%
15 | COc1cccc2cc(C(=O)NCCc3c(C)[nH]c4ccc(F)cc34)c(=O)oc12 | 17% | -1% | 0% | -24% | -7% | 1% | -17%
16 | CC(C)(C)c1ccc(OCCn2cc(C(=O)c3ccco3)c3ccccc32)cc1 | -2% | 0% | 2% | ? | 3% | 0% | ?
17 | CC1=C(C(=O)Nc2ccccc2C)C(c2cccs2)n2nc(SCc3ccccc3)nc2N1 (configuration not stated) | -2% | -1% | 6% | -8% | -1% | 0% | -28%
18 | CCn1nc(-c2ccccc2)c(-c2ccccc2)c(C(=O)Nc2nc(C)c(C(C)=O)s2)c1=O | 9% | 21% | -1% | -3% | -2% | 1% | -22%
19 | COc1cc(OC)cc(-c2cc3nc(C)c(CCC(=O)NCCc4cccc(C)c4)c(C)n3n2)c1 | 1% | 9% | 9% | -25% | -13% | -2% | ?
20 | Cc1oc(-c2ccccc2F)nc1CN1CCC(C(=O)NCCc2ccc(Cl)cc2)CC1 | 0% | -6% | 0% | -4% | -13% | 1% | -8%
21 | Cc1cccc(NC(=O)C2CCN(c3cnccn3)CC2)c1 | 4% | -6% | -2% | 4% | -5% | -2% | -21%
22 | Cc1nn(-c2ccccc2)c2c1N(CC(=O)N1CCN(c3cccc(Cl)c3)CC1)C(=O)CS2 | -5% | 7% | 4% | 27% | -5% | -1% | -14%
23 | Cc1onc(-c2ccccc2Cl)c1C(=O)Oc1ccc(Cl)cc1Cl | -20% | ? | 2% | -3% | 1% | -1% | 11%
24 | O=C(Cn1c(=O)c2cccn2c2ccccc21)NCCc1ccccc1 | 26% | -3% | 3% | 6% | -4% | 0% | 90%[activator]

Record cards, as listed above:
CCCNS(=O)(=O)c1ccc2nc(NC(=O)c3ccc(F)cc3)sc2c1 is listed as p53null 32C kill = -10%; NTMT1 inh = 8.9µM*; GALK inh = -1%; FH mod = 5%; TSG101-PTAP inh = -8%; B2AR arrestin ag = 0%; p53null 39C tox = -8%
COc1ccc(-c2cc(C(F)(F)F)nc(SCC(=O)N3CCCCC3C)n2)cc1OC (configuration not stated) is listed as p53null 32C kill = -14%; NTMT1 inh = -6%; GALK inh = 5%; FH mod = -8%; TSG101-PTAP inh = -3%; B2AR arrestin ag = 0%; p53null 39C tox = -27%

The list goes on.
# | mol | p53null 32C kill | NTMT1 inh | GALK inh | FH mod | TSG101-PTAP inh | B2AR arrestin ag | p53null 39C tox
25 | Cc1ccccc1CN1C(=O)c2ccccc2S(=O)(=O)c2ccc(C(=O)OCC3CCCO3)cc21 (configuration not stated) | 6% | 8% | -3% | -10% | 7% | 0% | -16%
26 | Cc1cccc(N2C(=O)CCSC23C(=O)N(Cc2ccc(F)cc2)c2ccccc23)c1 (configuration not stated) | 15% | 5% | 0% | -13% | -11% | -1% | ?
27 | CSc1ccc(CNC(=O)Cn2c(-c3cccs3)cc3cc(F)ccc32)cc1 | -6% | 31%[activator] | 1% | -7% | 1% | 0% | -26%
28 | CC(=O)c1cccc(NC(=O)c2oc3c(c2C)-c2nn(Cc4ccc(Cl)cc4)cc2CC3)c1 | 13% | -6% | -1% | -15% | 2% | 1% | 9%
29 | Cc1ccccc1CNC(=O)c1ccc2nc(SCc3ccc(F)cc3)n(C)c2c1 | 8% | -1% | -2% | -1% | 2% | 0% | ?
30 | CCOC(=O)c1c(C)oc2nc(C)nc(NCCCN3CCN(c4cc(Cl)ccc4C)CC3)c12 | 1% | -6% | 1% | -4% | -3% | 0% | -3%
31 | Cc1ccc(-n2nc3c(=O)n(C(C)C(=O)NCc4ccco4)nc(C)c3c2C)cc1 (configuration not stated) | 0% | 11% | 0% | 4% | 0% | -1% | -9%
32 | CCOc1ccc(C(=O)Nc2cccc(NC(=O)c3ccc(Cl)cc3Cl)c2)cc1 | -29% | -17% | 0% | 6% | 5% | 0% | ?
33 | Cc1ccc(CCNS(=O)(=O)c2ccc3c(c2)C(C(C)C)C(=O)N3)cc1 (configuration not stated) | 29% | -7% | 2% | -24% | 3% | -1% | 1%
34 | COc1ccc(OC)c(CNC(=O)CN2CC(C)Sc3ccccc32)c1 (configuration not stated) | 4% | -2% | -2% | -20% | 1% | 0% | 4%
35 | COCCCNC(=O)c1cnn(-c2ccc(F)cc2F)c1C1CCNCC1 | -6% | -15% | -1% | 0% | 5% | 0% | 2%
36 | COc1ccc(F)cc1S(=O)(=O)NCC(c1ccco1)S(=O)(=O)c1ccc(F)cc1 (configuration not stated) | 4% | 5% | 0% | -5% | 3% | -3% | 18%
37 | CC(=O)c1ccc(NC(=O)Nc2sc3nc4n(c(=O)c3c2C)CCC(C)CC4)cc1 (configuration not stated) | -3% | nt | -2% | nt | -4% | 0% | 0%
38 | CCOC(=O)c1c(C)oc2nc(C)nc(NC(C)c3ccccc3)c12 (configuration not stated) | 3% | -1% | 1% | -2% | 0% | -1% | -5%
39 | CCN(Cc1ccccc1)C(=O)CN(c1ccc(OC)cc1)S(=O)(=O)c1c(C)nn(C)c1C | 12% | 1% | 1% | 2% | 0% | 0% | 24%
40 | CC(C)Cn1c(=O)c2ccccc2n2c(-c3cccc(Cl)c3)nnc12 | 2% | -4% | -4% | -9% | 2% | -3% | 19%
41 | Cc1c2cnn(-c3ccccc3)c(=O)c2c(C)n1CC(=O)N1CCN(c2ccc(F)cc2)CC1 | 0% | ? | 0% | -6% | -1% | -3% | -16%
42 | CC1CCN(S(=O)(=O)c2ccc3nc(Nc4cccc(C(F)(F)F)c4)ccc3c2)CC1 | -17% | -16% | 3% | ? | -12% | 1% | 11µM*
43 | CCCNC(=O)Cn1nc(-c2ccc(OC)cc2)c2cnc3ccc(F)cc3c21 | 1% | 9% | 0% | 2% | 1% | 0% | -11%
44 | Cc1ccc(-c2c(C(=O)Nc3ccc(F)c(F)c3)oc(=O)c3ccccc23)cc1 | -2% | 3% | -6% | -24% | -3% | 0% | ?
45 | COc1ccc(-n2c(CCC(=O)O)ccc2-c2ccccc2)cc1 | -19% | -2% | 3% | -3% | 0% | 7% | 11%
46 | COCCn1c(SCC(=O)c2ccc(C)cc2C)nc2cc(C(=O)NC3CCCC3)ccc2c1=O | -8% | 2% | 3% | -5% | 1% | -1% | -12%
47 | O=c1cc(-c2ccccc2)n2c(SCc3ccccc3Cl)nnc2[nH]1 | -4% | 4% | 2% | -6% | -3% | -4% | 13%
48 | CN1CCN(CCCNC(=O)c2cnn(-c3ccc(F)cc3)c2-n2cccc2)CC1 | -1% | -3% | 4% | 6% | -2% | 0% | 9%
49 | Cc1ccc(NC(=O)C2CCCN(c3ncnc4onc(C)c34)C2)c(Cl)c1 (configuration not stated) | 3% | -9% | -5% | -5% | -3% | -1% | 14%
50 | CCOc1ccccc1NC(=O)COc1cccc2c(=O)n(CCOC)ccc12 | 0% | 3% | -1% | -21% | -4% | -4% | 13%
51 | COc1cc(OC)c(NC(=O)NCc2ccc3c(c2)CCN3C(C)=O)cc1Cl | 0% | 3% | -1% | 2% | 2% | 0% | 7%
52 | Cc1nc2c(c(C)nn2-c2ccccc2)c(C)c1CCC(=O)NCc1ccccc1 | 0% | 1% | -3% | -1% | 2% | -4% | -8%
53 | Cc1cc(C)cc(OCC(=O)NCCc2nc3ccccc3[nH]2)c1 | 5% | 3% | 0% | -1% | -11% | -1% | -16%
54 | O=C(c1cc(-c2cccc(Cl)c2)on1)N1CCCCC1 | -30% | nt | 1% | nt | -6% | 2% | ?
55 | CNC(=O)C1CCC(Cn2c(=O)c3sccc3n(CC(=O)Nc3ccc(C)c(F)c3)c2=O)CC1 (configuration not stated) | -3% | -8% | -2% | 4% | 1% | 0% | 0%
56 | Cc1ccc(CNC(=O)C2CCN(S(=O)(=O)Cc3ccccc3)CC2)cc1 | 19% | nt | -11% | nt | -2% | -3% | 6%
